High-throughput results (PubChem BioAssay)
SKN-1 block: suppressors of acrylamide-induced Pgst-4::GFP reporter in worms, primary screen, SKN-1 inhibitor project, whole organism, uHTS, GFP/RFP fluorescence ratio, strain VP596 | C. elegans VP596 Pgst-4::GFP/RFP ratio, 24 h | inhibition, % at 21.8 µM | 0.49% of 360,000 active | AID 624304, 2012;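 active means interference check ratio from 0.5 to 1.5 plus GFP to RFP signal ratio inhibition reaching or exceeding a fixed threshold, cut at about 30% in these data, passing the limit was not always enough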; further: some compounds called inactive have numbers as strong as hits
FAS TE block: FAS thioesterase domain inhibitors, primary screen, biochemical, fluorescence intensity, uHTS; recombinant FAS-TE, OMFH fluorogenic substrate, fluorescence endpoint; 0.67% of 360,000 active; Fatty acid synthase (Homo sapiens), P49327; AID 602261, 2012; inhibition, % at 15 µM;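 active means compounds whose normalised, plate-corrected inhibition of enzyme fluorescence in the single-dose primary screen is 50% or more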;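 further: 0% = DMSO with enzyme and 100% = substrate without enzyme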
CendR NRP1 mod: modulators of CendR peptide binding to NRP-1, primary screen, biochemical, fluorescence polarization, uHTS. Neuropilin-1 (Homo sapiens), O14786. FAM-RPARPAR peptide binding to NRP-1. inhibition, % at 25 µM. 0.85% of 360,000 active;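 active means inhibition or corrected inhibition above about 18%, plus a signal ratio from 0.5 to 1.5, limit read from the data, passing the limit was not always enough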; further: strong numbers were not always called active
E coli Lon inh: inhibitors of E. coli Lon protease, primary screen, biochemical, fluorescence polarization; P0A9M0; purified E. coli Lon protease; inhibition, % at 7.94 µM; AID 602123, 2011; 0.42% of 360,000 active; in the data active means inhibition above about 13%, passing the limit was not always enough;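 further: 0% = enzyme with probe and DMSO and 100% = no enzyme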
Target sequence (P0A9M0 whole entry, looked up): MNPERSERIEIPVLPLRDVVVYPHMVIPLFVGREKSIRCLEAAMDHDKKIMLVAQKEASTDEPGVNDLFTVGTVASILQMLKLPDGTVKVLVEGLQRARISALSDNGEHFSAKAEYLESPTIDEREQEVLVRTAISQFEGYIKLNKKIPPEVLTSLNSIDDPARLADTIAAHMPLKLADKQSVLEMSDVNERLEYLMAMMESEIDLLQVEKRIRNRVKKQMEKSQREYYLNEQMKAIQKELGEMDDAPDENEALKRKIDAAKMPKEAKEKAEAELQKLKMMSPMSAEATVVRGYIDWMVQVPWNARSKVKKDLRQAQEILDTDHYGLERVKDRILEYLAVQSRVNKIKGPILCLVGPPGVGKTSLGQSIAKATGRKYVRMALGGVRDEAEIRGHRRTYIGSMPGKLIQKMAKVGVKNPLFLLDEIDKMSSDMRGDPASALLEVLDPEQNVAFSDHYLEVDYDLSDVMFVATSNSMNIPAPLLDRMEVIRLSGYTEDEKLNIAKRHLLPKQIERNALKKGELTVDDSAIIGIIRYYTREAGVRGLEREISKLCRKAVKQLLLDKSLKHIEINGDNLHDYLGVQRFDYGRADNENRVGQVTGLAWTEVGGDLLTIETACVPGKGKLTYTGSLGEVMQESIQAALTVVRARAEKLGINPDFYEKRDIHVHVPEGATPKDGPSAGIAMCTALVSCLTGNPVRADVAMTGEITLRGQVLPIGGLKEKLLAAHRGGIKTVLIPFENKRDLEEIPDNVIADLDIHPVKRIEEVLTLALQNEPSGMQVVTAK
MsrA inhibitor: bovine MsrA enzyme inhibitors, primary screen, biochemical, absorbance, HTS; Methionine sulfoxide reductase A (Bos taurus); purified bovine MsrA, absorbance read-out; inhibition, % at 15.5 µM; 0.75% of 360,000 active; AID 651718, 2012; in the data active means inhibition above about 4.5%;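 further: 0% = vehicle wells with enzyme and 100% = reference inhibitor wells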
MLLE-PAM2 inh: inhibitors of PABP1 MLLE–PAM2 peptide binding, primary screen, biochemical, fluorescence polarization, FITC-PAM2, GST-MLLE. Polyadenylate-binding protein 1 (Homo sapiens), P11940. 0.36% of 360,000 active. inhibition, % at 20 µM; in the data active means inhibition above about 35%, passing the limit was not always enough;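 further: plate controls were DMSO wells with GST-MLLE for no effect and wells lacking GST-MLLE protein for full effect; some results filed as inactive read as strong as hits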
TbMetRS inhib: T. brucei MetRS inhibitors, primary screen, biochemical, luminescence; 0.4% of 360,000 active; inhibition, % at 11.9 µM; methionyl-tRNA synthetase (Trypanosoma brucei brucei); purified T. brucei MetRS, ATP depletion, Kinase-Glo luminescence; AID 624268, 2012;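 active means inhibition above a per-plate cutoff of the control wells' mean inhibition plus 3 SD, cut at about 5.5% in these data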;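 further: 0% = DMSO wells median and 100% = median of wells with control inhibitor compound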
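Dosing: 11.9 µM single point; system: parasite MetRS enzyme; technique: luminescence of leftover ATP; times: 15 min enzyme-compound preincubation, 2 h reaction, 10 min detection, 25 °C; replicates: each compound tested once; read-out basis: percent inhibition relative to median high and low control wells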
bovine MsrA act: bovine MsrA enzyme activators, primary screen, biochemical, absorbance, HTS | 0.3% of 360,000 active | Methionine sulfoxide reductase A (Bos taurus) | purified bovine MsrA, absorbance read-out | activation, % at 10.6 µM; in the data active means activation above about 7.5%;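 further: 0% = vehicle and 100% = reference activator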
MT1-MMP act inh: blockers of MT1-MMP proenzyme processing, primary screen, HT1080 RFP-PRO-GFP cells, GFP/RFP fluorescence. Matrix metalloproteinase-14 (Homo sapiens), P50281. GFP/RFP ratio fluorescence, overnight; percent of plate control window, DMSO zero. GFP/RFP ratio change, % at 20 µM. 0.061% of 360,000 active. AID 651647, 2012;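 active means GFP/RFP ratio change of at least 30% with cell ATP level not reduced by more than half and red fluorescence within 50% of control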; further: strong numbers were not always called active
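Assay system: HT1080 RFP-PRO-GFP cells | Dosing: 20 µM single dose, 1% DMSO | Incubation: Cells overnight before dosing, compound overnight, 37 °C, 5% CO2 | Evaluation: GFP/RFP fluorescence ratio | Control set: DMSO-only wells and HT1080 RFP-L50D-GFP cell wells as references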
An asterisk follows results filed as active; x = no result given.

SMILES	SKN-1 block	FAS TE block	CendR NRP1 mod	E coli Lon inh	MsrA inhibitor	MLLE-PAM2 inh	TbMetRS inhib	bovine MsrA act	MT1-MMP act inh
COc1ccc(C(=O)Nc2ccncc2)cc1[N+](=O)[O-]	5.3	-5.9	-3.8	4.1	0.6	-2.8	-0.2	-2.8	0.4
CCOc1ccccc1C(=O)NCC(=O)NCCc1ccc(S(N)(=O)=O)cc1	1.8	-7.5	-0.5	-1.9	0.8	-0.3	-0.6	-0.5	0.6
Cc1nn(CC(=O)NCc2ccccc2F)c(C)c1[N+](=O)[O-]	19.3	1.1	7.7	4.5	-1.0	2.3	0.6	-3.5	4.5
Cc1cc(OC(=O)c2cc(Br)ccc2Cl)c([N+](=O)[O-])c(=O)[nH]1	10.7	-1.8	4.7	-1.0	-1.2	10.3	-0.2	0.2	-0.5
CCc1ccc(C(=O)NNC(=O)CCC2CCCCC2)cc1	-9.3	0.0	-2.9	0.0	1.7	10.3	-0.1	-5.5	2.1
Cc1ccc(NC(=O)c2ccc(Cl)c(N3C(=O)C=CC3=O)c2)cc1	19.8	7.6	-8.2	7.4	1.8	9.2	-0.8	-9.2	-0.2
Cc1cc(=O)n(CC(=O)O)c2ccccc12	-1.3	-5.3	0.8	-0.2	0.5	5.5	-0.4	-3.6	-2.1
Cn1c(Cn2nnc(-c3ccccc3)n2)nnc1SCc1ccccc1Cl	8.7	26.8	-0.3	0.1	1.0	-1.7	0.0	-5.6	-3.7
CCOc1ccc(S(=O)(=O)NNC(=O)c2cc3ccccc3o2)cc1	13.7	-3.0	43.0*	6.3	-0.3	8.8	0.7	-1.8	3.1
CCOC(=O)[C@H]1[C@H]2COc3ccc(OC)cc3[C@H]2N2C(=O)CNC(=O)[C@@]12C	10.4	-8.7	12.0	8.0	-0.6	-9.1	-0.2	-1.4	4.2
CCc1ccc(C2=NN(c3ccc(S(N)(=O)=O)cc3)C(c3ccc(F)cc3)C2)cc1 (stereo not drawn)	7.3	24.4	-9.4	-3.2	1.7	-16.8	0.7	1.5	-6.9
Cc1ccc(S(=O)(=O)CCN2CCC(O)(c3ccccc3)CC2)cc1	18.8	-6.4	7.1	-3.7	1.6	3.3	-1.0	-2.5	-0.4
O=C(CN1CCCCCC1)NCCc1ccc(F)cc1	7.1	-6.3	-5.2	-5.2	-0.2	0.9	-0.9	-4.0	11.1
CCCC/C(C)=N/NC(=O)CN(c1ccc(Br)cc1)S(=O)(=O)c1ccccc1	13.5	2.8	4.3	-1.5	0.8	-28.8	-1.2	-5.6	3.2
Cc1ccc(-n2c(=O)c3sccc3n(CC(=O)NC3CCCCC3)c2=O)cc1	6.1	-6.1	3.1	-0.8	0.2	3.8	-0.4	-3.2	2.2
O=C(c1ccco1)N1CCN(c2ncccn2)CC1	-3.7	-7.6	3.7	2.5	1.3	7.8	-0.5	0.1	3.4
O=C(NCC(=O)N1CCN(C(=O)c2ccccc2)CC1)c1ccccc1	0.9	-8.7	20.0	-9.4	-0.5	-4.8	-0.2	-2.0	-1.0
CCN(CC(=O)Nc1ccc(S(N)(=O)=O)cc1)S(=O)(=O)c1cc(C)ccc1OC	26.2	-4.6	-1.7	-6.9	-1.6	-6.9	-1.3	-3.5	2.9
Cc1cccnc1NC(=O)C(C)Oc1ccccc1 (stereo not drawn)	-20.7	-9.1	-2.0	-4.7	-0.1	-1.2	-0.6	-3.3	-1.7
COc1c(F)c(F)c(C(=O)Nc2ccc(NC(=O)c3ccco3)cc2)c(F)c1F	-14.0	1.8	1.6	2.7	2.1	-5.0	-0.2	-2.5	3.0
CC(C)(C)c1nnc2sc(SCC(=O)c3ccc4c(c3)OCCO4)nn2c1=O	-4.1	-1.8	6.4	-13.2	0.3	-62.8	-1.0	-14.0	2.5
O=C(CN1CCN(S(=O)(=O)c2ccccc2F)CC1)N1CCc2ccccc2C1	10.9	-6.7	4.0	-10.2	2.9	7.3	-0.4	-4.8	-0.2
CC1=C(C(=O)N2CCCCCC2)CC(CC(=O)NC(c2ccccc2)c2ccccc2)C(=O)N1Cc1ccccc1 (stereo not drawn)	20.5	19.5	8.7	-11.8	1.4	9.2	-1.2	-4.5	-0.2
Cc1ccc(NC2=C(Cl)C(=O)OC2OC(=O)c2ccco2)cc1 (stereo not drawn)	8.5	33.9	-0.1	1.1	0.0	-12.9	-0.3	-2.9	22.7
COC(=O)c1ccc(COc2ccc(C3C4=C(CCCC4=O)Nc4onc(C)c43)cc2)cc1 (stereo not drawn)	0.4	10.8	-0.2	-2.4	0.4	15.2	-0.9	-4.3	-4.9

An excerpt from above in order of length of the SMILES, highest first:
SMILES	SKN-1 block	FAS TE block	CendR NRP1 mod	E coli Lon inh	MsrA inhibitor	MLLE-PAM2 inh	TbMetRS inhib	bovine MsrA act	MT1-MMP act inh
COc1c(F)c(F)c(C(=O)Nc2ccc(NC(=O)c3ccco3)cc2)c(F)c1F	-14.0	1.8	1.6	2.7	2.1	-5.0	-0.2	-2.5	3.0
Cc1ccc(S(=O)(=O)CCN2CCC(O)(c3ccccc3)CC2)cc1	18.8	-6.4	7.1	-3.7	1.6	3.3	-1.0	-2.5	-0.4
Cc1nn(CC(=O)NCc2ccccc2F)c(C)c1[N+](=O)[O-]	19.3	1.1	7.7	4.5	-1.0	2.3	0.6	-3.5	4.5
Cc1ccc(NC2=C(Cl)C(=O)OC2OC(=O)c2ccco2)cc1 (stereo not drawn)	8.5	33.9	-0.1	1.1	0.0	-12.9	-0.3	-2.9	22.7
O=C(CN1CCCCCC1)NCCc1ccc(F)cc1	7.1	-6.3	-5.2	-5.2	-0.2	0.9	-0.9	-4.0	11.1

More compounds follow:
SMILES	SKN-1 block	FAS TE block	CendR NRP1 mod	E coli Lon inh	MsrA inhibitor	MLLE-PAM2 inh	TbMetRS inhib	bovine MsrA act	MT1-MMP act inh
COc1ccc(-c2ccc3c(c2)c(Sc2ccccc2)c(-c2ccccc2)n3C)cc1	4.5	16.3	15.4	-4.8	1.6	x	-1.4	-9.1	4.4
CC#CC(=O)NC1CCCN(C2Cc3ccccc3C2)C1 (stereo not drawn)	-16.7	-2.7	6.7	-4.2	0.4	7.6	-0.7	-5.6	-3.2
CCOCCCNc1nc(C(F)(F)F)nc2c1nnn2Cc1ccccc1Cl	14.7	16.9	2.3	5.7	0.4	-2.3	0.4	0.4	-6.3
Cc1cc(=O)[nH]c(SCc2cccc(Br)c2)n1	-0.5	-3.4	-2.8	0.3	-0.8	9.5	-1.0	-6.6	3.9
Cc1nc2ccccn2c1C(=O)N=Nc1c(O)[nH]c2ccccc12	-7.9	-7.1	2.4	-7.1	0.5	6.5	0.5	-3.0	1.2
CCOc1ccc(NS(=O)(=O)c2ccc(-c3cnc(C4CC4)o3)cc2)cc1	14.4	19.2	-8.2	1.3	2.0	-5.1	0.2	-1.4	-0.4
O=C(NCCOc1ccc(F)cc1)C1CCC(=O)N(CCc2ccccn2)C1 (stereo not drawn)	-0.9	-4.8	-3.7	6.5	-0.7	-8.0	-0.7	-2.4	-7.9
CCCS(=O)(=O)N1CCCC(C(=O)N2CCN(c3ccccc3)CC2)C1 (stereo not drawn)	17.1	-4.1	-3.4	-4.2	-0.3	6.2	-0.4	0.3	2.3
N#Cc1ccsc1NC(=O)c1ccc(Cl)c([N+](=O)[O-])c1	20.3	10.5	-19.7	-13.8	1.1	6.6	-0.1	-3.2	2.5
Cc1cc(NCc2ccccc2)nc(-c2ccccc2O)n1	-19.3	29.0	11.8	1.2	0.4	0.5	0.3	-2.0	-0.5
COc1ccc(S(=O)(=O)Nc2cccc3c2O[C@@H](CN(C)Cc2ccc(C(=O)O)cc2)[C@@H](C)CN([C@H](C)CO)C3=O)cc1	14.9	-16.2	3.8	-10.7	-0.8	6.0	-0.2	-3.1	-0.8
O=C1CCC(C(=O)OCC(=O)Nc2cc(Cl)ccc2F)=NN1	5.2	-7.0	7.2	-12.8	-0.8	-8.2	0.0	-3.2	-1.3
N#Cc1c(N2CCCCC2)nc(N)c2c(N)nc(SCC(=O)O)cc12	21.4	-0.7	-8.9	5.3	0.3	2.6	0.1	-0.3	-8.2
Cc1ccc(-c2cc(-c3ccccc3O)nc(N/N=C/c3cccnc3)n2)cc1	4.8	2.6	-6.8	-6.0	0.6	-16.0	-0.2	-0.9	1.1
CCOc1ccc(C(=O)CCC(=O)NC2=NCCS2)cc1	21.4	-7.2	-48.7	-5.2	-1.0	-28.8	-0.4	-0.4	-5.0
Cc1nnc(C)n1/N=C/c1cccn1C	-30.5	1.1	18.4	-0.7	1.5	4.6	-1.2	-8.4	4.8
CCn1cc(CCC(=O)NCc2cccc(OC)c2OC)c2ccccc21	-3.3	2.2	-3.8	-2.9	-0.3	7.6	-0.4	-2.1	4.2
CC[C@]1(C(=O)OC)[C@H]2C(=O)N(Cc3ccccc3)C(=O)[C@H]2[C@H]2CN=C(SCC(=O)c3ccccc3)N21	1.1	8.6	-3.1	7.6	-0.1	37.8*	-0.8	2.5	5.4
Cc1ccc2nc(NC(=O)COC(=O)c3ccco3)sc2c1	2.7	1.0	-15.6	-6.3	0.6	5.3	-0.2	2.5	2.1
CCCCCOC(=O)C1[C@H]2C(=O)N(c3ccccc3CC)C[C@]23C=C[C@H]1O3 (stereo partly drawn)	-6.9	6.5	-0.1	1.7	-0.5	1.2	-0.8	-1.6	3.6
O=C(/C=C/c1ccccc1)Nc1cccc(C(=O)NCCCc2ccccc2)c1	4.3	10.8	-3.6	-0.8	0.9	12.4	0.0	-7.1	5.2
CCN(Cc1ccccc1)S(=O)(=O)c1cc(C(=O)NC2CCCCCC2)ccc1OC	-8.1	19.7	0.1	4.3	-1.3	5.6	-0.2	0.7	3.1
COc1ccccc1N1CCN(C2CCC(C)CC2)CC1 (stereo not drawn)	29.3	-7.5	5.0	4.5	1.1	1.8	0.2	-1.2	-1.2
CN1CCC(N(C)C(=O)c2cc(-c3ccc(F)cc3)nc3ccccc23)CC1	25.5	-6.2	9.7	-13.4	0.5	8.9	-0.3	-3.2	-0.3
C[C@@H]1CN(S(=O)C(C)(C)C)[C@H](CCO)/C1=C\c1ccccc1 (stereo partly drawn)	-1.4	-5.9	10.7	6.4	1.9	4.2	-1.7	-0.1	2.8
O=C(CCn1nc(-c2ccc(Cl)cc2)c2ccccc2c1=O)NN1CCOCC1	10.1	-5.3	8.3	-8.6	-0.4	1.5	-0.3	-0.5	1.2
Cc1cc(C)n(Cc2ccc(C(=O)N/N=C/c3ccc(-c4ccc([N+](=O)[O-])cc4)o3)o2)n1	-1.7	-7.1	-43.9	-19.4	2.6	-23.4	-0.4	-4.8	2.3
Cc1[nH]c2c(Cl)cccc2c1CCNC(=O)C1CCCCC1C(=O)OCC(F)(F)F (stereo not drawn)	14.2	27.6	-3.0	-1.0	-0.6	6.5	0.2	-2.1	-0.5
CCC(CC)C(=O)Nc1cccc(/C(C)=N\NC(=O)c2ccc(C)s2)c1	-21.0	-9.9	3.5	-5.8	0.7	-2.6	-1.2	-8.2	0.3
